Source: PubChem BioAssay
TDP1 cell CPT: qHTS for Inhibitors of human tyrosyl-DNA phosphodiesterase 1 (TDP1): qHTS in cells in presence of CPT. chicken DT40 Tdp1-/-;hTDP1 cells + 20 nM CPT, ATP luminescence, 48 h. actives 12% (n = 420,000). Potency, µM (titrated, usually from 46.2 µM), without a hit: at the highest dose activity change, negative = growth inhibition, usual class: inhibitors; further: nearly all actives have a fitted effect of over 55% in size
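Cell growth measured by CellTiter-Glo luminescence after a minimum 48 h, 37 C compound exposure with 20 nM CPT in Tdp1-knockout DT40 cells stably expressing hTDP1, seeded 400/well; qHTS titration format.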
GCN5L2 inh: qHTS Assay for Inhibitors of GCN5L2. Histone acetyltransferase KAT2A (Homo sapiens), Q92830. GCN5L2 HAT assay, ThioGlo1 CoA-SH fluorescence. Potency, µM (doses to about 58.9 µM), for the others: at the top dose activity change, negative = inhibition, usual class: inhibitors. actives 0.21% (n = 390,000). AID 504327, 2011
Target sequence (Q92830 whole entry, looked up): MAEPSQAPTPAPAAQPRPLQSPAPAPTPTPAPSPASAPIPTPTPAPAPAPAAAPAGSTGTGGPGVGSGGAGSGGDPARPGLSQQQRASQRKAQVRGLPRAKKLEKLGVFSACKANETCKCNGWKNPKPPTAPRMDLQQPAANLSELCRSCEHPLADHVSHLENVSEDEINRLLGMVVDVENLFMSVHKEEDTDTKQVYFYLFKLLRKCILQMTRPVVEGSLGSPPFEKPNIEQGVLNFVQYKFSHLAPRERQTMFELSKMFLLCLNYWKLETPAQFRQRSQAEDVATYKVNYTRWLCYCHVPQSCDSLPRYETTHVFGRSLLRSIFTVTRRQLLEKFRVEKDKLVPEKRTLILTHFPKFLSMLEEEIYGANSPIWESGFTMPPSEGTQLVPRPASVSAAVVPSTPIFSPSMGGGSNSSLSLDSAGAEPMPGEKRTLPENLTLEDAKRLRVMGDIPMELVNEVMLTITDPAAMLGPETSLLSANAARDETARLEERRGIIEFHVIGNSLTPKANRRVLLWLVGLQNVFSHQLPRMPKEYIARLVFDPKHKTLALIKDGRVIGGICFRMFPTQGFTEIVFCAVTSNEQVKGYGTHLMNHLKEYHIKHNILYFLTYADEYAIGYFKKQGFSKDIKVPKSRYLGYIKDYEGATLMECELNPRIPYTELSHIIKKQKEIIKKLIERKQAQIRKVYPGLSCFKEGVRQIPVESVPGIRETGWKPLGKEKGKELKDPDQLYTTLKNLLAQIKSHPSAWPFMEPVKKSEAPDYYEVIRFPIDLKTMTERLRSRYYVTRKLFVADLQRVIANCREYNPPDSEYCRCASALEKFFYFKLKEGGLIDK
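Enzyme at 20nM final was mixed with library compounds for 15 min at room temperature. Peptide H3(1-25) at 75uM, acetyl-CoA at 70uM and ThioGlo1 at 50uM were then added. Plates were read immediately and after 20 min (Ex340nm/Em540nm).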
FEN1 inh: qHTS Assay for the Inhibitors of Human Flap endonuclease 1 (FEN1); P39748; Potency, µM (highest dose often 114 µM), inactives show top-dose activity change, negative = inhibition, hits mostly inhibitors; actives 0.35% (n = 390,000); Recombinant FEN1 flap cleavage, fluorescence, 15 min; further: nearly all actives have a fitted effect of over 65% in size
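Potency values derive from four-parameter Hill fits of normalized qHTS data. The reaction used 10 nM FEN1 preincubated 15 min at room temperature with compound, then 50 nM DNA substrate, read at 0 and 15 min.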
* marks the source's active call; other numbers are inactive results; ? = inconclusive; nt = not tested or not shown; & = joins results of further samples. The call rests on the fitted dose curve; in most records, active means well fitted curve in the direction sought with a large enough effect; inconclusive means small, poorly fitted or top-dose-only effect, or another doubt; inactive means no such curve, though single readings can be large; an effect the other way counts as inactive or inconclusive. On the % scale 0 is the no-effect control and ±100 the full control effect; potency means the concentration at half of the fitted maximal effect.

SMILES | TDP1 cell CPT | GCN5L2 inh | FEN1 inh
COc1cccc(/C=N/NC(=O)CNC(=O)c2cccnc2)c1O | -103% | 4% | 6%
Cc1cc(OCC(=O)Nc2ccc(S(=O)(=O)N3CCN(C)CC3)cc2)ccc1Cl | ? | -6% | 13%
Cc1nc(SCC(=O)NC2CCCC2)[nH]c(=O)c1C | 5% | 0% | 2%
O=c1c(Cc2c(F)cccc2Cl)c(O)ccn1Cc1ccc(F)cc1 | -1% | -8% | -14%
CCS(=O)(=O)N1CCC(C(=O)N2CCN(c3ccccc3)CC2)CC1 | -9% | 4% | 0%
Cc1[nH][nH]c(=O)c1N=Nc1ccc(F)cc1 | 2% | 22% | 0%
CC(=O)Nc1cccc(OCCCNS(=O)(=O)c2ccc(C#N)cc2)c1 | ? | -3% | -2%
O=C(CNS(=O)(=O)c1ccc2c(c1)OCCCO2)N1CCN(c2ccc(F)cc2)CC1 | 21µM* | -3% | 13%
CC(C)C(=O)n1nc(-c2cccnc2)nc1NCc1cccs1 | -6% | -8% | 2%
CCOC(=O)/C(C#N)=C/c1cc2ccc(C)cc2nc1Cl | 4.1µM* | 0% | -12%
COc1ccc(C(=O)Nc2cccc(OC(=O)c3ccc(C)c(C)c3)c2)cc1 | -75% | 6% | 1%
COc1cc(/C=C2\SC(=S)N(Nc3ncc(C(F)(F)F)cc3Cl)C2=O)cc(OC)c1OC | -18% | -24% | ?
Cc1cccc(-c2nc(CN3CCCC(C(=O)NC4CCCCC4)C3)c(C)o2)c1 (stereo not given) | 21µM* | -23% | -11%
CCCCN1CC(COc2ccccc2)Oc2cccc(F)c2S1(=O)=O (stereo not given) | ? | nt | 3%
O=C(Nc1cccc(NC(=O)c2ccc(Br)o2)c1)c1ccccc1 | ? | -11%&-8% | -4%&5%
Cc1cc(OCC(=O)N2CCC(C(N)=O)CC2)c2c(C)cc(=O)oc2c1 | 11% | -10% | -2%
CCC1CN(C(=O)Nc2cccc(C)c2)c2cc(C)ccc2O1 (stereo not given) | ? | -5% | -14%
COc1ccc(NC(=O)C2C3C=CC4(O3)C2C(=O)N(CCN2CCCCC2)C4C(=O)NC2CCCC(C)C2C)cc1 (stereo not given) | -2% | 0% | 9%
Cc1cc(OCC(=O)NC(C)(C)C)ccc1Cl | -12% | 0% | -3%
CCCn1c(SCC(=O)NCc2ccc(F)cc2)n[nH]c1=O | -10% | -5% | 1%
COc1cc(/C=C2/C(=O)ON=C2c2ccccc2)ccc1O | 23µM* | -14% | 0%
NS(=O)(=O)c1ccc(CCNc2nc(C(F)(F)F)nc3ccccc23)cc1 | -27% | -6% | -1%
c1ccc(CCn2nnc3ccccc32)cc1 | ? | -4% | -4%
CCS(=O)(=O)N1CCN(C2CCC(C)CC2)CC1 (stereo not given) | -19% | -3% | 9%
CCCCN(CC)CCCNC(=S)Nc1ccc2nc(N3CCN(CC)CC3)cc(C)c2c1 | ? | -3% | -12%
O=C(c1cc(-c2ccncc2)nc2ccccc12)N1CCN(c2ccccc2O)CC1 | ? | ? | -11%
CC1CCCC(C)N1NC(=S)Nc1ccc(OC(F)F)cc1 (stereo not given) | 21µM* | 0% | 1%
CCOc1ccc(S(=O)(=O)N2CCN(C3CC(=O)N(c4cccc(C(C)=O)c4)C3=O)CC2)cc1 (stereo not given) | -18% | nt | -4%
COc1ccc(OC)c(/C=N\NC(=O)CC(=O)NCCc2ccccc2)c1 | 6% | -8% | -1%
Cc1cccc(C(=O)NC(=O)Nc2ccc(-c3cc(C(F)(F)F)nn3-c3ccccc3)cc2)c1 | -15% | -10% | 16%
CCn1cc(S(=O)(=O)c2ccccc2)c(=O)c2cc(F)c(F)cc21 | -4% | 2% | 2%
COc1ccc([N+](=O)[O-])cc1NC(=O)Nc1ccccc1 | ? | -3% | -13%
CCc1cccc2c1NC1(CCCC1)CC2C (stereo not given) | ? | -5% | -12%
Cc1ccccc1C(=O)Nc1nnc(-c2ccco2)s1 | -28% | -4% | 0%
C[C@H](CO)N1C[C@H](C)[C@@H](CN(C)S(=O)(=O)c2cccs2)Oc2ccc(NS(=O)(=O)c3ccccc3)cc2C1=O | ? | -4% | -6%
O=C(O)CC/C(=N\NC(=O)CNC(=O)c1cccc(Cl)c1)c1ccccc1 | 2% | -8% | 0%
C/C(=N\OC(=O)c1ccc(Br)cc1)c1ccccn1 | -11% | -3% | 0%
C[C@@H](C(=O)OCn1nnc2ccccc2c1=O)N1C(=O)C2CCCCC2C1=O (stereo not given in full) | -8% | -2% | 1%
COc1ccc(CCNC(=O)CCc2c(C)nc3cc(-c4ccccc4)nn3c2C)cc1OC | 16µM* | -10% | 3%
COc1ccc(CNC(=O)C(NS(=O)(=O)c2cccc3nsnc23)C(C)C)cc1 (stereo not given) | 7% | 0% | -1%
COc1ccccc1N1CCN(C(=O)c2c(-c3c(F)cccc3Cl)noc2C)CC1 | 23µM* | ? | 12%
Cc1cccc(C)c1NC(=O)NN=C1CCCCC1 | -3% | -1% | -8%
O=C(NCc1ccccc1)[C@H]1C[C@@H]1[C@H](NP(=O)(c1ccccc1)c1ccccc1)c1ccccc1 | 18µM* | -10% | 0%
Cc1ccc(S(=O)(=O)NCC(=O)NNC(=O)c2ccc(Br)cc2)cc1C | 9% | -5% | 10%
COc1ccc(N2CCN(C(=O)COC(=O)c3ccc(Cl)nc3)CC2)cc1 | -8% | -3% | 1%
CCOc1cc(C(=O)OCc2ccc([N+](=O)[O-])cc2)ccc1OCC(=O)N1CCOCC1 | 1% | 1% | -6%
Cc1ccccc1C(=O)NC(=S)NCC1CCCO1 (stereo not given) | -11% | 2.5µM* | -1%
Cc1ccc(C)c(NC(=O)CN(C)C(=O)c2ccccc2Cc2ccccc2)c1 | ? | -15% | 3%
O=C(NC1CCS(=O)(=O)C1)C1C2CC3CC(C2)CC1C3 (stereo not given) | -14% | -12% | -2%
COc1ccc(NC(=O)c2cccc(S(=O)(=O)N3CCN(C)CC3)c2)c(OC)c1 | -21% | -3% | 4%
COc1ccccc1C1/C(=C(/O)c2ccc(C)cc2)C(=O)C(=O)N1CC(C)O (stereo not given) | 10% | -12% | 6%
COc1ccc(NC(=O)c2ccc(S(=O)(=O)NCc3cccnc3)cc2)cc1 | -11% | -8% | -5%
CC(=O)Nc1ccc(S(=O)(=O)N2CCN=C2SCc2ccc(F)cc2)cc1 | 18µM* | 0% | 10%
N#Cc1cccc(C(=O)OCC(=O)N2CCCc3ccccc32)c1 | -16% | -1% | 12%
O=C(COC(=O)c1cccs1)Nc1cccc(S(=O)(=O)NC2=NCCCCC2)c1 | -4% | -7% | 17%
COc1ccc(C(=O)C2CCCN(C(=O)c3ccc(C(C)=O)s3)C2)c(C)c1 (stereo not given) | ? | -24% | 12%
O=C1CCCc2cc3c(cc21)CCCC3 | -18% | nt | -2%
CNc1ccccc1C(C)(C)c1cc(-c2ccc(F)cc2)no1 | -28% | -3% | -16%
CCOC(=O)c1[nH]ncc1CN1CCCC(C(=O)c2ccc(OC)c(OC)c2)C1 (stereo not given) | 1% | -3% | 2%
Cc1ccccc1NC(=O)c1cc(S(=O)(=O)c2ccccc2)ccc1Cl | ? | -22% | 1%
More results
SMILES | TDP1 cell CPT | GCN5L2 inh | FEN1 inh
CCOc1ccc(C(=O)NCC(=O)OCC(=O)N2CCCC2)cc1 | ? | -4% | 5%
CCN1CCCC1CNC(=O)c1ccc(N2CCCC2=O)cc1 (stereo not given) | 10% | 1% | 2%
CCN(c1ccccc1)S(=O)(=O)c1ccc(OC)c(NC(=O)c2c(C)noc2C)c1 | -10% | -1% | 4%
COc1ccc2cc3cc(C(=O)N4CCN(c5ccccc5)CC4)oc3nc2c1 | -28% | ? | -11%
O=C(c1ccc(=O)[nH]n1)N1CCN(S(=O)(=O)c2cccc(F)c2)CC1 | 6% | -4% | 5%
O=[N+]([O-])c1cccc(/C=N/n2c(COc3ccccc3)n[nH]c2=S)c1 | -15% | -13% | -2%
N#C/C(=C/c1ccc(N2CCOCC2)o1)c1nc2ccccc2[nH]1 | ? | -4% | ?
COc1ccc(CNc2ccnc(-c3ccoc3)n2)c(OC)c1 | -28% | -5% | nt
COc1cc(/C=C/C(=O)O)cc(S(=O)(=O)Nc2cc(Cl)c(Cl)cc2Cl)c1OC | -10% | -1% | -20%
Cc1cccc(Nc2cnn(C34CC5CC(CC(CC(=O)O)(C5)C3)C4)c(=O)c2Cl)c1 | -14% | -11% | 0%
O=C(CCC1CCCCC1)NCc1ccncc1 | -7% | -9% | -2%
CCC(=O)N1c2ccccc2CC1C(=O)NCCc1ccccc1OC (stereo not given) | ? | -3% | 1%
N=C1/C(=C/c2coc3ccccc3c2=O)C(=O)N=C2SC(c3ccco3)=NN12 | ? | -23% | 32µM*
CN(CC1CCN(CCc2cccc(C(F)(F)F)c2)CC1)C(=O)c1ccc(F)cc1F | ? | -6% | 7%
O=C(O)CNC(=O)c1ccc(S(=O)(=O)N2CCOCC2)cc1 | -3% | 0% | 4%
O=C(c1ccco1)N1CCN(Cc2nc(-c3cccs3)no2)CC1 | 1% | 2% | -4%
COc1ccc2nc(N3CCCC3)c(C#N)cc2c1 | -4% | -7% | 1%
CCN(CC)C(=O)CSc1nc2ccccc2n1CC(=O)N1CCN(c2ccccc2OC)CC1 | -27% | 0% | 6%
COc1cccc(Nc2c3c(nc4c(-c5ccccc5)c(C)nn24)CCC3)c1 | 6% | -15% | -15%
CCOC(=O)c1c(N)sc(C(=O)OC)c1C | 7% | 0% | 11%
COc1ccc(NC(=O)c2ccc(NC(=O)c3nc4nccc(C)n4n3)cc2)cc1 | 0% | 0% | -4%
Cc1ccc(OCc2cc(C(=O)N3CCN(C)C[C@@H]3c3ccccc3)no2)cc1C | ? | -3% | -12%
O=C(NCCN1CCOCC1)c1c(F)c(F)c(F)c(F)c1F | -4% | 3% | -6%
O=C(N/C(=C\c1ccco1)C(=O)N1CCCC1CO)c1ccccc1 (stereo not given) | -8% | -9% | -3%
Cc1cc(NC(=S)Nc2cccnc2)ccc1Br | ? | -9% | -2%
CC1CN(S(=O)(=O)c2cccc(-c3cn4ccccc4n3)c2)CC(C)O1 (stereo not given) | ? | -12% | 12%
O=C(Nc1nnc(C2CC2)s1)C1CCCCN1S(=O)(=O)c1ccccc1 (stereo not given) | -9% | -3% | -4%
O=C(O)CCSc1nnc(CNc2ccc(Cl)cc2)n1Cc1ccccc1 | 11% | 0% | 4%
O=c1oc(-c2ccccc2)nc2ccsc12 | -2% | -3% | 5%
CN1CCN(C(=O)c2ccc(F)c(F)c2)CC1 | -2% | -6% | -1%
CCc1ccc(NC(=S)NC2CCN(Cc3ccccc3)CC2)cc1 | 7.3µM* | -1% | 11%
COc1ccc(Oc2ncc3nc(CCc4ccccc4)c(=O)n(C)c3n2)cc1 | -5% | -27% | nt
CC(=O)NCCC(=O)Nc1nc(-c2ccc3c(c2)OCCO3)cs1 | 1% | ? | 10%
COc1ccc(Oc2nccc(-c3ccc(F)cc3)c2C#N)cc1 | -6% | 2% | -6%
COc1ccc(C(=O)COC(=O)c2ccccn2)cc1OC | 3% | 0% | -15%

Not all compounds are listed, so the mix of outcomes need not match the whole.
